Bioassay records as filed in PubChem BioAssay.
MC4R ag barr: agonists of human melanocortin 4 receptor (MC4R) beta-arrestin | 0.98% of 360,000 active | P32245 | activation, % at 8.9 µM | U2OS MC4R beta-arrestin complementation, luminescence; percent of melanotan II response, DMSO zero;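 active = activation above a per-plate cutoff, the mean activation of sample wells on that plate plus 3 SD, cut at about 8% in these data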
TLR9-MyD88 block: inhibitors of human TLR9-MyD88 binding; 0.21% of 340,000 active; inhibition, % at 4.98 µM; Q9NR96+Q99836; CHO BLA complementation TLR9-MyD88, CCF4 FRET ratio;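 active = inhibition above the mean over all tested compounds plus 3 SD, cut at about 21% in these data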;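 also: 0% = DMSO only wells and 100% = clavulanate BLA inhibitor control wells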
N-glyco inh: N-linked glycosylation inhibition; D54 ERlucT glycosylation luciferase reporter, 24 h; percent of 100 nM tunicamycin response; reporter increase, % at 12.5 µM; 0.23% of 360,000 active; AID 588692;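 active = mean luciferase reporter signal, scaled so untreated is 0 and the glycosylation-blocking control 100, at or above a set limit in every replicate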;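 also: luciferase carries N-glycosylation sites so blocking glycosylation raises the light; 0% = median of neutral control wells and 100% = median of 100 nM tunicamycin wells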
aDG glyco up: alpha-DG glycosylation activation. activation, % at 10 µM. Pro5-aDG cells, alpha-DG glycosylation AlphaScreen (IIH6); 0% Pro5, 100% B10-LARGE cell signal. AID 624168. 0.22% of 360,000 active;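 active = activation of at least 8% versus controls, or a plate z-score of at least 8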;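 also: Pro5 are CHO cells carrying HIG-tagged alpha-DG that lacks glycosylation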
MC4R antag cAMP: human MC4R antagonism in cAMP assay. P32245. MC4R-expressing cells, MTII-stimulated cAMP, LANCE TR-FRET. inhibition, % at 6.5 µM. 0.48% of 360,000 active. AID 540295;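 active = inhibition above its plate's cutoff, the mean of tested wells on that plate plus 3 SD, cut at about 29% in these data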;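 also: 0% = Melanotan II alone and 100% = Melanotan II plus saturating MCL0020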
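Material: U2OS-MC4R stable cell line | Reagent: Melanotan II challenge after compound preincubation | Doses: One concentration, 6.5 µM nominal | Incubation: 30-min compound preincubation, 1-h Melanotan II challenge, 1-h detection, room temperature | Signal: TR-FRET cAMP assay | Replicates: One well per compound, no replicates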
Granule exo inh: lytic granule exocytosis inhibition; TALL-104 LAMP-1 surface exposure, flow cytometry; cells stimulated with thapsigargin and PMA; inhibition, % at 10 µM; 0.66% of 360,000 active; AID 651702;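 active = inhibition above about 55%, limit read from the data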
NOD2-RIPK2 inh: inhibitors of human NOD2-RIPK2 interaction; inhibition, % at 4.98 µM; 0.38% of 360,000 active; CHO BLA complementation NOD2-RIPK2, CCF4 ratio; in the data active = inhibition above about 21%;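 also: 0% = vehicle only and 100% = reference blocker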
Vif imaging: blocks HIV Vif function; HEK293T cells, Vif self-association by quenched fluorescence, imaging, 24 h; inhibition, % at 7.49 µM; 0.35% of 340,000 active; AID 602346; in the data active = inhibition above about 50%, passing the limit was not always enough; also: some results filed as inactive read as strong as hits
ABCB6 inh 2: inhibitors of human ABC transporter ABCB6; Q9NP58; K562-ABCB6 porphyrin accumulation, flow cytometry, 1 h; hits give low values; fluorescence ratio to DMSO, % at 10 µM; 0.19% of 360,000 active; AID 602162;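 active = fluorescence ratio to DMSO below 75%, the collection mean minus 3 SD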;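 also: signal is porphyrin accumulated inside mitochondria; 100% equals median channel fluorescence of DMSO control wells; lower ratio means ABCB6 inhibition with less porphyrin fluorescence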
ABHD5 PLIN5 PPI: inhibitors of human ABHD5-perilipin-5 interaction; Q00G26+Q8WTS1; Split G. princeps luciferase complementation, luminescence, 4 h; inhibition, % at 4 µM; 0.78% of 360,000 active; AID 602281;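 active = inhibition above the mean inhibition across every tested compound plus 3 SD, cut at about 22% in these data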;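 also: 0% = DMSO only wells and the 100% control is not disclosed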
Target sequence (Q00G26 whole entry, looked up): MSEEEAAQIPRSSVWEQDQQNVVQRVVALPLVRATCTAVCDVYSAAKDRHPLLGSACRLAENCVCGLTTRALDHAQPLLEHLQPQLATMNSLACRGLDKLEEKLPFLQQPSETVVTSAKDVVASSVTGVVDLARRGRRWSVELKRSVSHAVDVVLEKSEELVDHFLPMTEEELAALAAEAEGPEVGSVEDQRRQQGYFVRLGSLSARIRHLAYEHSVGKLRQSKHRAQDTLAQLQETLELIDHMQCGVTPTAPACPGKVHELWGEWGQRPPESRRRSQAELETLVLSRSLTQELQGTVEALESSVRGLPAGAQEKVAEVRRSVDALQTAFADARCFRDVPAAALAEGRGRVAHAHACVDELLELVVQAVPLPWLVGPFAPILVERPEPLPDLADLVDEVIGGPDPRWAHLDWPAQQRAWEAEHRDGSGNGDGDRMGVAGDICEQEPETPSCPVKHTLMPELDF
Target sequence (Q8WTS1 whole entry, looked up): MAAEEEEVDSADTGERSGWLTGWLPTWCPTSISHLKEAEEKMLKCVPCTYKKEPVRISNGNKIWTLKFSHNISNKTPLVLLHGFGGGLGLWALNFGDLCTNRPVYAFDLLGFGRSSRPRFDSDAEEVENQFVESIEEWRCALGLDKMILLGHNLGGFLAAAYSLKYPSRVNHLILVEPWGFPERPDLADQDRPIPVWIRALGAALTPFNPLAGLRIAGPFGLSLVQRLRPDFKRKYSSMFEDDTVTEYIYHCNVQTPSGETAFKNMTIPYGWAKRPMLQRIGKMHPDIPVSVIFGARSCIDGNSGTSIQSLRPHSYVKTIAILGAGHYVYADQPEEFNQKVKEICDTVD
* hit, by the source's call; . = no result given. A portion of the library (hit frequency here may not be typical).

SMILES	MC4R ag barr	TLR9-MyD88 block	N-glyco inh	aDG glyco up	MC4R antag cAMP	Granule exo inh	NOD2-RIPK2 inh	Vif imaging	ABCB6 inh 2	ABHD5 PLIN5 PPI
CC(=O)NCCc1nc2cc(NS(=O)(=O)c3ccc(Cl)cc3)ccc2n1C	-0.6	-6	-1	0.6	2	-3	9	-3	97	-1
CCCC1S/C(=N/N=C/c2ccco2)NC1=O (configuration not stated)	-0.6	3	-1	0.1	14	1	-1	5	106	-4
Cc1cc(C)n(-c2nncn2/N=C/c2ccccc2F)n1	0.6	6	2	-0.2	0	0	8	2	94	-12
CCOC(=O)/C(C#N)=C1/SC(CC)C(=O)N1c1ccc(Br)cc1 (configuration not stated)	-1.9	-2	-1	0.0	-2	1	3	19	100	-2
COc1ccc(C(=O)NCC(=O)OCC(=O)Nc2sccc2C#N)cc1OC	-2.7	3	1	-0.2	3	5	1	-1	96	-5
Cc1ccccc1NC1=NC(=S)N(c2ccccc2)C12CCOC(C)(C)C2 (configuration not stated)	0.2	-1	1	0.0	3	-3	-5	-2	93	-3
CCOP(=O)(OCC)C(Nc1ccc(F)cc1)c1ccccc1 (configuration not stated)	-0.4	.	1	-0.1	5	-2	-10	5	96	-2
Cc1ccc(/C=C(\C#N)C(=O)NC(C)c2ccccc2)o1 (configuration not stated)	-2.3	-4	5	-0.3	0	2	1	.	100	2
Cc1onc(-c2ccccc2)c1C(=O)NC(=S)NNC(=O)c1ccc(O)cc1	-0.4	0	0	0.7	-1	-2	-12	4	100	-17
COc1ccc(NC(=O)c2[nH]c(C)c(C(C)=O)c2C)cc1S(=O)(=O)N1CCOCC1	-0.1	10	13	0.3	11	-1	-1	-5	111	-1
O=C(NCCO)c1cccc(S(=O)(=O)N2CCCCC2)c1	0.4	2	1	0.1	-5	5	-13	-1	88	8
CCN(CC)CCNCC(=O)Nc1ccc(Oc2ccccc2)cc1	0.3	-8	0	0.2	3	-1	-4	2	91	3
Cc1cccc(C)c1OCc1cc(C(=O)N2CCN3CCCC3C2)no1 (configuration not stated)	-3.2	-4	0	-0.1	11	-3	-7	-4	97	6
COc1ccccc1/C=C/C(=O)N1CCC(c2ccccc2)C1 (configuration not stated)	-0.9	0	0	-0.2	-2	-4	-7	-11	82	2
COc1ccc(S(=O)(=O)N2CCN(C(=O)CCSc3ccccc3)CC2)cc1	-0.4	-3	-3	0.3	-3	102*	-5	-3	94	-7
COC(=O)c1cc(NC(=O)c2cc(C(C)(C)C)nn2Cc2ccc(F)cc2)ccc1N1CCOCC1	0.2	.	-2	-0.2	7	3	4	-4	99	-1
COc1ccccc1C(CNC(=O)c1cccc(S(=O)(=O)NCc2ccccc2)c1)N(C)C (configuration not stated)	-1.8	-8	0	-0.3	-4	1	-5	-14	102	7
O=C(OCC(=O)N1CCCc2ccccc21)c1ccc(C(F)(F)F)cc1	1.7	-1	-2	0.1	3	3	-15	3	98	1
CC1CCc2sc(C(=O)N/N=C/c3ccc(O)cc3)cc2C1 (configuration not stated)	5.5	6	-4	-0.3	5	4	10	-2	94	-10
CC(=O)c1cccc(NC(=O)C(OC(=O)c2ccccc2NS(=O)(=O)c2cccs2)c2ccccc2)c1 (configuration not stated)	-2.5	-1	-4	0.0	1	-4	5	2	94	4

Looked up one by one from above:
SMILES	MC4R ag barr	TLR9-MyD88 block	N-glyco inh	aDG glyco up	MC4R antag cAMP	Granule exo inh	NOD2-RIPK2 inh	Vif imaging	ABCB6 inh 2	ABHD5 PLIN5 PPI
O=C(OCC(=O)N1CCCc2ccccc21)c1ccc(C(F)(F)F)cc1	1.7	-1	-2	0.1	3	3	-15	3	98	1
CCOC(=O)/C(C#N)=C1/SC(CC)C(=O)N1c1ccc(Br)cc1 (configuration not stated)	-1.9	-2	-1	0.0	-2	1	3	19	100	-2

Additional structures:
SMILES	MC4R ag barr	TLR9-MyD88 block	N-glyco inh	aDG glyco up	MC4R antag cAMP	Granule exo inh	NOD2-RIPK2 inh	Vif imaging	ABCB6 inh 2	ABHD5 PLIN5 PPI
CN[C@H](CC(=O)O)C(=O)O	-0.1	-5	0	0.1	-4	-2	-11	-4	95	-10
O=c1[nH]c(NNC(=S)NC2CCCCC2)nc2c1C1(CCCC1)Cc1ccccc1-2	4.1	-10	2	-0.1	9	12	5	2	106	0
COc1ccccc1C(CC(=O)Nc1ccc(C)c(C)c1)c1ccc(OC(C)C)cc1 (configuration not stated)	0.1	4	-5	0.8	-3	-1	2	-15	107	-4
COc1cccc(Sc2cc(N3CCOCC3)nc(-c3ccccc3)n2)c1	-2.5	-12	-1	0.5	11	3	-1	-5	104	-4
N#Cc1ccsc1NC(=O)CN1CCCCC1	-0.9	3	-1	0.0	3	-2	-14	5	96	-5
COC(=O)CCC(=O)N1CCCC(CO)(Cc2ccccc2F)C1 (configuration not stated)	1.0	5	1	0.1	-6	12	-7	-3	102	14
COCCNC(=O)Cn1cc(S(=O)(=O)N2CCN(c3ccccc3F)CC2)c2ccccc2c1=O	-0.3	-8	-1	0.6	1	-3	-7	0	94	1
CCC(=O)c1c(NCCc2ccccc2)cc(C)oc1=O	-1.0	7	0	-0.2	6	0	6	-3	100	3
Cc1ccc(NC(=O)CSc2nnc3ccc(-c4cccnc4)nn23)cc1	-2.0	-15	0	0.2	-5	-1	-13	0	98	7
Cc1cc(OCc2cc(C(=O)NCc3csc(C(C)C)n3)no2)cc(C)c1Cl	0.0	-7	0	0.1	7	0	-3	-6	101	-13
COc1ccccc1C1/C(=C(\O)c2ccc3c(c2)OCCO3)C(=O)C(=O)N1CCCn1ccnc1 (configuration not stated)	-2.4	3	4	-0.1	23	3	1	-5	102	-12
COCCNC(=O)C(c1ccc(OC)cc1)N(C(=O)Cn1nnc2ccccc21)c1cccnc1 (configuration not stated)	-0.7	2	0	0.0	17	-6	-3	-2	96	7
Cc1ccc(NC(=O)C2=C(O)CCn3c2nc2ccccc23)cc1	0.5	-1	9	0.1	6	-4	-9	-4	94	-1
S=C(NNc1nc(Nc2ccccc2)nc(N2CCCCC2)n1)NC1CCCCC1	1.4	7	-3	1.5	10	6	-7	-1	97	-12
CC(=O)Nc1ccc(N=Nc2ccccc2)cc1	-3.2	-13	-5	-0.1	1	-3	6	-3	106	7
Cc1cc(Oc2ccc(=O)n(C)n2)nc(Oc2ccc(=O)[nH]n2)n1	-1.9	1	-1	-0.1	3	2	-6	-60	98	-4
Cc1nc(C)c(-c2ccc(SCc3cccc(F)c3)nn2)s1	-1.3	4	2	0.5	-1	-1	10	-3	101	-7
Cc1ccc(-c2cc(C(=O)NCCN3CCOCC3)c3ccccc3n2)o1	0.8	-9	1	1.0	17	1	2	9	98	5
BrC(=C\c1ccccc1)/C=N/N1CCN(c2ccccc2)CC1	0.0	-3	3	-0.1	-3	7	-10	-5	100	5
Clc1ccc(COn2nnc3ccccc32)c(Cl)c1	2.2	2	-2	0.2	-4	-2	-9	-7	86	-6
CCOC(=O)Cc1csc(NC(=O)c2ccco2)n1	-1.1	-23	-3	-0.1	4	1	-3	-1	93	-2
Cc1nc(N2CCN(c3ccccc3)CC2)nc2c1C(=O)CC(C)C2 (configuration not stated)	-2.4	-3	-2	0.2	-5	-1	9	-9	105	-2
O=C(CN1CCCCC1)NNC(=O)c1ccc([N+](=O)[O-])cc1	-2.2	5	-1	0.1	2	-1	2	2	102	-6
CCCCn1c(C(C)NC(=O)c2cccs2)nc2ccccc21 (configuration not stated)	-1.9	-14	-1	0.0	4	2	-6	.	94	1
Cn1c(SCc2c(F)cccc2Cl)nc2ccccc2c1=O	-3.9	4	-5	0.9	0	-6	-5	-1	91	2
Cc1ccc(NC(=O)COc2ccc(/C=C3/SC(=Nc4ccccc4)N(Cc4cccnc4)C3=O)cc2)cc1	0.6	-4	-1	0.0	-2	0	-9	0	111	-3
O=C(Oc1cccnc1)c1ccc(Cl)cc1	-1.7	-4	0	-0.1	6	1	9	3	99	3
COCCCNC(=O)CCn1c(=O)c2ccccc2n(CC(=O)NCCC2=CCCCC2)c1=O	2.7	-3	-1	-0.2	6	-1	-6	-5	101	0
COc1ccc(S(=O)(=O)N2CCCCCC2)cc1NC(=O)CN(C)Cc1ccc2c(c1)OCO2	-2.7	3	-7	0.8	-4	-3	-2	-32	96	0
Cn1c(SCC(=O)NCCc2ccccc2)nnc1C1CCCCC1	-1.9	7	1	0.0	8	8	2	18	89	-4
O=C(Nc1ccncc1)c1ccc2ccccc2c1	-1.1	-3	-2	0.2	0	0	-4	-4	95	0
CCc1ccc(OCCOCC(O)CNC(C)(C)C)cc1 (configuration not stated)	-2.2	0	0	-0.1	6	3	-6	-1	96	0
COc1ccc(OCCn2cc(/C=C(\C#N)C(=O)NCc3ccco3)c3ccccc32)cc1	50*	-3	-9	-0.4	-6	-3	-8	0	98	6
CCC(CC)C(=O)Nc1nnc(S(=O)(=O)N(CC)c2ccc(OC)cc2)s1	8.2	1	2	0.0	-39	-8	-3	-9	103	-8
O=C(COC(=O)c1ccc(NS(=O)(=O)c2ccc3c(c2)OCCO3)cc1)NCC1CCCO1 (configuration not stated)	-4.4	1	0	0.0	5	0	4	40	98	-8
CCOC(=O)c1oc2ccc(Cl)cc2c1NC(C)=O	0.7	-4	2	-0.4	-1	2	-4	0	95	11
CCCCCCN1CCN(C2CN(Cc3cn(Cc4cc(C)cc(C)c4)nn3)S(=O)(=O)C2)CC1 (configuration not stated)	.	.	.	0.1	.	3	-1	.	98	-3
Cc1ccc(C)c(OCCC(=O)NNC(=O)c2cc(C)oc2C)c1	-0.3	5	0	0.3	7	0	-10	26	96	6
O=C(COc1ccccc1Cl)c1ccc[nH]1	-1.0	1	-1	-0.2	5	1	1	-6	91	3
Cc1ccsc1/C=N/NC(=O)c1nnn(-c2nonc2N)c1-c1ccc2c(c1)OCO2	-2.4	-7	6	-0.2	4	6	-3	-9	99	4
O=C(c1ccsc1)N1CCCC(N2CCOCC2)C1 (configuration not stated)	1.5	2	0	0.0	2	-4	-3	-5	94	12
Cc1nn(CC(=O)N2CCC(C)CC2)c(=O)c2cccn12	0.0	-6	2	-0.2	1	-5	-16	15	99	4
CN1CCN(CCCCOc2ccccc2-c2ccccc2)CC1	0.5	1	-1	2.0	4	8	-1	1	104	7
Cc1ccc(C(=O)NC(=O)OCCn2c(C)cnc2[N+](=O)[O-])cc1	3.6	-5	1	-0.1	-4	1	-12	-19	88	9
O=C(CSc1ccc(Br)cc1)NCC1(N2CCCCC2)CCCCC1	-3.1	3	-4	0.0	15	2	-4	-13	99	-1
Cc1cc(C)n2nc(SCc3nnc(-c4ccccc4Br)o3)nc2n1	-1.0	0	0	-0.4	-5	0	-3	3	91	0
Cc1ccc(C)c(NC(=O)Cn2nnc(-c3ccc(N4CCOCC4)cc3)n2)c1	-3.0	-2	-4	-0.7	3	-3	-2	-6	94	-5
O=C(OCC(=O)N1c2ccccc2Sc2ccccc21)c1ccc[n+]([O-])c1	-2.0	5	0	0.0	6	0	7	.	97	-5
